Bioassay records as filed in PubChem.
Pemphigus Ab inh – blocks pemphigus antibody binding to human desmoglein-3; P32926; binding (percent of control), % at 10 µM; hit rate 0.48% among 310,000; AID 588358; DSG3-coupled beads, scFv-anti-DSG3-GFP binding, flow cytometry; active compounds read low;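 active = binding more than 3 SD below its plate's average and above zero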;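 note: hits lower antibody fragment binding to DSG3; some compounds called inactive have numbers as strong as hits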
Cardiac RTF inh – cardiac RTF calcium desensitization. P19429+P45379. IANBD-labeled cardiac RTF, Ca2+ fluorescence. hit rate 0.12% among 340,000. inhibition, % at 7.15 µM;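 active = inhibition above the mean inhibition of all tested compounds plus 3 SD, cut at about 17% in these data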;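 note: assay run at fixed EC70 calcium of 1.6 mM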
V-ATPase pHluor – regulators of yeast V-ATPase proton transport; AID 504577; S. cerevisiae, pHLuorin cytosolic pH fluorescence; response, % at 10 µM; hit rate 0.37% among 350,000; in the data active = response mostly above about 7.3%, no sharp cut-off; inactive = mostly below about 5.4%; note: actives read high; inactives centre near 0; some compounds called inactive have numbers as strong as hits; reference of the scale not given here
Keap1-Nrf2 PPI – inhibitors of human Keap1-Nrf2 protein-protein interaction; inhibition, % at 9.4 µM; Keap1 Kelch-Nrf2 peptide fluorescence polarization, 1536-well; AID 504523; hit rate 0.15% among 340,000; in the data active = inhibition above about 12%;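 note: human Keap1 Kelch domain with fluorescein labeled Nrf2 9mer peptide probe; 0% = neutral control wells and 100% = peptide positive control; higher means more block of Keap1 binding to Nrf2 peptide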
cardiac RTF act – increases calcium sensitivity of human cardiac regulated thin filaments; IANBD-labeled TnC RTF fluorescence at EC20 calcium; 0% EC20 calcium, 100% full calcium; activation, % at 7.2 µM; hit rate 0.24% among 340,000;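 active = activation above the mean over all tested compounds plus 3 SD, cut at about 30% in these data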;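 note: rise in fluorescence read as greater calcium sensitivity of cardiac thin filaments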
MOR-DOR inv ag – inverse agonist of human OPRM1-OPRD1 heterodimerization | cell-based MOR-DOR heterodimer luminescence, inverse agonism | inhibition, % at 9.3 µM | hit rate 0.21% among 340,000; in the data active = inhibition above about 22%, passing the limit was not always enough;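 note: 0% = cells with DMSO and 100% = wells without cells with DMSO; values of inactives mirror those of a sister screen read the other way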
Arrestin-AP2 inh – inhibitors of human beta-arrestin and AP2 interaction; FITC-arrestin peptide / GST-AP2 beads, flow cytometry; AP2 beta2 appendage carries R879A mutation; inhibition, % at 10 µM; hit rate 0.31% among 340,000; AID 504490;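 active = inhibition above a set limit, near 3 SD of compounds lacking own fluorescence, cut at about 54% in these data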;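 note: plate controls were DMSO wells for no effect and 5 µM unlabelled arrestin peptide for full effect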
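System: GST-AP2 R879A glutathione beads; medium: PBS, Tween 20 0.05%, BSA 0.1%; reagent: fluorescein-tagged arrestin peptide at 50 nM final; schedule: pre-incubation 12 min, peptide binding 1 h, room temperature; detection: flow cytometry, FL1 (488/535 nm); read-out: inhibition as reduced fluorescein signal on beads, percent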
Wnt act – activators of Wnt/beta-catenin signaling. Wnt/beta-catenin reporter cell assay, activator, plate reader. activation, % at 9.35 µM. hit rate 1.2% among 300,000. AID 743398; in the data active = activation above about 30%, passing the limit was not always enough;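 note: 0% = neutral control wells and 100% = positive control wells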
C-LANA FP – inhibitors of KSHV LANA C-terminal domain DNA binding; inhibition, % at 9 µM; hit rate 0.078% among 340,000; AID 504423; MBP-C-LANA/FAM-LBS DNA binding, fluorescence polarization;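 active = highest replicate inhibition at or above 60% at 9 µM, even if other replicates fall short; inactive = all replicates below 60% inhibition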;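 note: 0% = neutral control wells and 100% = 4 µM acridine orange control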
OPRM1-OPRD1 ag – agonists of human mu-delta opioid receptor heterodimerization; P35372+P41143; cells, OPRM1-OPRD1 heterodimerization, luminescence; activation, % at 9.3 µM; hit rate 0.3% among 340,000; AID 504326; in the data active = activation above about 18%;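 note: 0% = vehicle-treated cells and 100% = reference agonist; values of inactives mirror those of a sister screen read the other way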
Starred values were filed as active, the others as inactive; / = no result given.

SMILES,C-LANA FP,Arrestin-AP2 inh,cardiac RTF act,OPRM1-OPRD1 ag,Pemphigus Ab inh,MOR-DOR inv ag,Wnt act,V-ATPase pHluor,Cardiac RTF inh,Keap1-Nrf2 PPI
CC(C)C(C)NC(=O)COc1nc2ccccc2nc1N(C)C1CCCCC1 (centres undefined),2.2,2,-3,-2.1,101,11,-1,-2,-5,0
c1cn(C23CC4CC(CC(C4)C2)C3)cn1,-0.6,-3,1,2.4,/,-13,-2,-3,-14,-5
Cc1cc(C)c(S(=O)(=O)c2ccc(Cl)cc2)c(Cl)n1,-0.2,37,-3,-0.9,103,5,-12,-2,9,1
COCCCn1c(SCC(=O)c2ccccc2)nc2ccccc2c1=O,-1.2,0,6,-0.9,101,5,0,-2,-13,-3
O=C(c1ccco1)N1CCC(c2nc3c(nnn3Cc3c(Cl)cccc3Cl)c(=O)[nH]2)CC1,1.1,-10,1,0.4,94,-3,1,0,13,-3
Cc1ccc(S(=O)(=O)NCc2ccccc2)cc1C(=O)NC1CCCCC1,3.2,5,-1,-0.6,101,3,0,2,-2,-3
COC(=O)Cn1c(SCc2ccccc2)nc2ccccc21,-0.5,17,-4,-3.4,/,14,/,-4,-3,-2
O=C(CCNC(=O)c1ccccc1Cl)Nc1cc(S(=O)(=O)N2CCOCC2)ccc1N1CCOCC1,2.3,-6,-2,-2.2,97,12,-3,-3,5,-6
C[N+]1(CC2COC3(CCCCC3)O2)CCCCC1 (centres undefined),-0.2,3,-4,-2.6,98,14,0,-2,6,-2
CS(=O)(=O)N(CC(=O)NCc1ccncc1)c1ccc(Cl)c(Cl)c1,2.0,-3,4,-2.9,107,17,1,-1,8,-2
CCOC(=O)C(CCOc1cccc(CC)c1)C(=O)OCC,-0.1,1,1,2.6,108,-15,1,1,-2,0
C=C(C)CSCc1nc2ccccc2[nH]1,0.2,13,1,-2.2,119,10,3,-2,-3,-6
COc1ccc(C)cc1N(CC(N)=O)S(=O)(=O)c1ccc(C)cc1,1.7,-3,1,4.2,/,-27,/,1,3,-3
CN(/N=C/c1ccncc1)C1=NCCN1,-1.1,14,4,-3.0,108,14,4,-3,-4,-7
O=C(Cc1ncn[nH]1)NCCc1ccccc1,0.5,13,5,-1.0,102,5,-1,0,-8,-4
COC(=O)C(Oc1ccc2c(-c3ccc(OC)cc3)cc(=O)oc2c1)c1ccccc1 (centres undefined),-0.3,10,5,1.6,100,-8,0,-1,-7,-2
COc1ccc(C(CNC(=O)c2cc(S(=O)(=O)NCc3ccccc3)ccc2C)N2CCOCC2)cc1 (centres undefined),4.0,-3,-5,2.2,115,-14,0,1,2,-3
COc1ccc(S(=O)(=O)N2CCCCC2)cc1NCC(=O)Nc1ccc(C)cc1,-2.4,2,4,-0.8,87,4,1,0,-18,-5
COc1c(OC(C)=O)c(=O)n2c3ccccc3c3ccnc1c32,-1.3,4,-5,1.3,103,-6,0,-3,5,-2
CCn1c(CSc2nccn2C)nc2cc(C(=O)O)ccc21,7.3,4,10,1.0,107,-6,/,-1,-7,-2
COC(=O)c1ccc[n+](CC(=O)c2ccc(Br)cc2)c1,0.3,-5,6,-3.4,123,18,6,-2,-3,0
CSC1=C(C#N)C(c2ccc3c(c2)OCO3)C2=C(CCCC2=O)N1 (centres undefined),-0.3,0,-4,-2.7,101,17,-5,-3,-17,1
COc1cccc(NC(=O)CCC2CCN(C(=O)c3ccc(C(C)=O)s3)CC2)c1,0.0,-12,5,-1.6,94,8,-5,6,5,2
Cc1c(C2(c3c(C)n(C)n(-c4ccccc4)c3=O)C(=O)Nc3ccc(F)cc32)c(=O)n(-c2ccccc2)n1C,-1.7,-3,-1,-1.7,106,7,/,-1,-6,-3
Cc1csc(NC(=O)Cc2ccccc2Cl)n1,1.2,13,-7,-0.2,99,1,4,-1,-18,4
CCCn1nnc(NCc2ccc(OCc3cccs3)c(OC)c2)n1,0.2,27,0,-2.2,101,11,/,-3,2,0
COC(=O)[C@@H](N)CS,1.4,5,1,-3.9,113,21,-3,4,5,-3
CCCc1ccc2oc(C(=O)NCCN3CCCC(O)C3)c(C)c2c1 (centres undefined),-2.5,4,-1,2.4,/,-13,0,-2,-7,1
CC(C)C1C(C#N)=C(N)Oc2n[nH]c(-c3ccc4ccccc4c3)c21 (centres undefined),-0.5,20,-20,8.0,122,-47,/,0,-1,0
Cc1cc(NS(=O)(=O)c2ccc(NC(=O)/C=C/c3cccc(Cl)c3)cc2)no1,-0.6,0,-2,-2.9,105,16,-3,2,1,2
O=C(Cn1c(CO)nc2ccccc21)NC1CCCCCC1,0.8,-1,-5,/,109,/,/,-2,-3,-2
Cc1c(Br)c([N+](=O)[O-])nn1C(C)C(=O)Nc1nccs1 (centres undefined),1.3,1,6,-0.8,99,5,-2,4,-5,2
CCc1ccc(CNC(=O)C2CCN(S(=O)(=O)N3CCC(C)CC3)CC2)cc1,-0.9,-3,-6,0.2,101,-1,-4,-2,-5,1
Cc1[nH]c2ccccc2c1SCC(=O)N1CCCCCC1,0.9,5,-1,0.1,94,0,-2,0,-10,-4
CC(=O)c1ccc(N/N=C(/C(N)=O)C2=NC(C)(C)Cc3ccccc32)cc1,-0.7,-4,-11,1.1,118,-6,-8,3,3,-3
CCN(CC)C(=O)[C@H]1CC(CC(=O)NCCN2CCOCC2)C(=O)N2CCc3c([nH]c4ccc(OC)cc34)[C@]12C (some centres undefined),0.7,-10,-4,-2.6,104,13,-3,-4,-4,-3
CCOC(=O)[C@H]1[C@H]2COc3ccccc3[C@@H]2N2C(=O)CN(Cc3ccc(C)cc3)C(=O)[C@@]12C,61*,28,19,-2.1,102,10,-4,9,-62,8
CS(=O)(=O)Oc1ccc(/C=N/NC(=O)c2ccncc2)cc1,-0.2,-2,-3,-0.4,90,2,0,-4,-10,1
CCOC(=O)c1ccc2c(c1)nc(SCC(=O)N1CCOCC1)n2CC,1.7,-11,-3,0.2,124,-1,0,1,-2,-6
O=C(Nc1ccncc1)c1c(F)c(F)c(F)c(F)c1F,-2.7,26,-1,-1.8,101,9,-2,10,-6,-1
CCn1cc(C(=O)NCCCN(CC(C)C)CC(C)C)c(=O)c2cc(S(=O)(=O)N3CCOCC3)ccc21,-0.9,-8,9,-2.4,107,12,-1,2,-5,-5
CN(C)C=NC(=O)/C(C#N)=C1\CCc2ccccc2N1,1.7,7,2,-3.6,/,16,2,0,-3,1
O=C(NCCNC(=O)c1cc(OCC(F)(F)F)ccc1OCC(F)(F)F)Nc1ccccc1,-2.8,3,2,-1.4,/,7,0,0,1,-4
COc1ccccc1CNC(=O)N1CCN(S(=O)(=O)c2ccc(Cl)cc2)CC1,-0.4,-2,-3,-1.1,117,6,-1,0,-9,0
Cc1ccc(S(=O)(=O)CCC(=O)N(Cc2nnc(-c3ccc(Cl)cc3)o2)C2CC2)cc1,0.5,-31,-1,-2.3,91,9,5,-5,-6,3
O=C(COc1ccccc1)n1nc(-c2ccc(Cl)cc2)nc1NCc1ccco1,0.2,7,3,0.6,95,-3,/,2,-5,-2
O=C(NC1CCCC1)C(c1ccccn1)N(C(=O)c1csnn1)c1ccc(F)cc1 (centres undefined),0.2,-4,-1,0.3,93,-3,1,0,-6,0
O=S1(=O)CCOC[C@H](CC2CCCCC2)N1Cc1cccc(Cl)c1,0.2,3,-3,2.8,104,-15,-5,-2,-15,-1
Cc1cc(C)c(C#N)c(Oc2ccc(F)cc2)n1,1.7,0,6,0.9,106,-4,/,2,-15,-1
Cc1cc(C)c(S(=O)(=O)c2ccccc2)c(OC(=O)c2c(Cl)cccc2Cl)n1,1.8,-4,-3,-3.0,/,15,4,-2,-9,1
CCOc1ccc2nc(SCC(=O)c3ccc(O)cc3O)sc2c1,1.0,0,-2,-1.5,100,7,7,0,-7,4
CCc1nc(C)cn1S(=O)(=O)c1cc(C)c(OC)cc1C,0.2,0,0,0.7,108,-4,-3,-1,-10,1
Cc1cc2ncn(CCCCOc3ccccc3)c2cc1C,-0.3,33,-3,2.0,96,-10,-1,-2,5,-6
Cc1onc(C(=O)N2CCOCC2)c1[N+](=O)[O-],-1.2,4,-4,-1.1,82,7,0,0,-17,-5
O=[N+]([O-])c1ccc(S(=O)(=O)N(CC(O)CN2CCCCC2)c2ccccc2)cc1 (centres undefined),2.2,-1,1,1.4,96,-8,-1,2,-11,0
COCCn1c(SCC(=O)NCc2ccco2)nnc1C(C)C,0.1,-6,-4,-2.4,101,13,-6,0,-2,-2
CC1CCc2c(sc3nc(CN4CCOCC4)nc(NS(=O)(=O)c4cccc([N+](=O)[O-])c4)c23)C1 (centres undefined),-1.2,-6,1,-1.6,100,8,-1,3,-9,-6
